Bioassay records as filed in PubChem.
GPR151 ag: activators of human GPR151, primary screen, cell-based, PathHunter beta-arrestin, luminescence | G-protein coupled receptor 151 (Homo sapiens), Q8TDV0 | PathHunter beta-arrestin GPR151 cells | activation, % at 11.2 µM | actives 1% (n = 650,000) | AID 1508602, 2020; in the data active = activation above about 4.9%;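 also: 0% = median of compound wells and 100% = cells with positive control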
Target sequence (Q8TDV0 whole entry, looked up): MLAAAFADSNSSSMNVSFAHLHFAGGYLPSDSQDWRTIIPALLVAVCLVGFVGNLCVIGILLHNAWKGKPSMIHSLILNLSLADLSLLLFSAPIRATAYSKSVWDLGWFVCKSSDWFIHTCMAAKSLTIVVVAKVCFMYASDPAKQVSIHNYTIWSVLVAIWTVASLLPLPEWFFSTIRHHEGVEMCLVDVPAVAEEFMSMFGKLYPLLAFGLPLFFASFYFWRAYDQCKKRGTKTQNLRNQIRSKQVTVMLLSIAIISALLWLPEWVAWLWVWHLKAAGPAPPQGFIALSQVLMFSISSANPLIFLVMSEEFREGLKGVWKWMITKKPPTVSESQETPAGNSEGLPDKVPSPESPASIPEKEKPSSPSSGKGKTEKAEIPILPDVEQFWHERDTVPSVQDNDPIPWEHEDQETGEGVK
TEAD-YAP inh: TEAD-YAP interaction inhibition, primary screen, TEAD-YAP interaction inhibitor project, luminescence, HEK-TIYL cells; TEAD-Gal4/YAP UAS-luciferase luminescence; inhibition, % at 9.12 µM; actives 1.4% (n = 640,000); AID 1259422, 2018; in the data active = inhibition above about 32%;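 also: 0% = median of test compound wells and 100% = reference inhibitor wells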
MITF inh: MITF inhibitors, primary screen, biochemical, AlphaScreen, human; AlphaScreen MITF homodimerization, bead proximity signal; Microphthalmia-associated transcription factor (Homo sapiens), O75030; inhibition, % at 2.6 µM; actives 0.91% (n = 650,000); AID 1259374, 2018; in the data active = inhibition above about 50%;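 also: 0% = vehicle wells with protein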
Target sequence (O75030 whole entry, looked up): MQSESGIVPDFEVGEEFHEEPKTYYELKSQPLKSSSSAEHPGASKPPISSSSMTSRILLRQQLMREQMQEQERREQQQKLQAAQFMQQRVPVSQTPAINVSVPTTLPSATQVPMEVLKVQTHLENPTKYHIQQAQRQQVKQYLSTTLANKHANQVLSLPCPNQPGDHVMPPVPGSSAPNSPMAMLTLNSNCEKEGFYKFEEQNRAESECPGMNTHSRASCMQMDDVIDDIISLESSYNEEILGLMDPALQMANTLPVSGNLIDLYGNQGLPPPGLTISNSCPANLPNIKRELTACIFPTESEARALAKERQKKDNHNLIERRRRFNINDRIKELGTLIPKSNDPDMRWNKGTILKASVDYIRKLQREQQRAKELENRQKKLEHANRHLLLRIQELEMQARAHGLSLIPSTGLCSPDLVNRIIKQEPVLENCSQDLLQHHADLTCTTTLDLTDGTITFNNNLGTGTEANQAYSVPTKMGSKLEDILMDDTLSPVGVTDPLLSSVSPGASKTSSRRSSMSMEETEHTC
FBW7 act: FBW7 E3 ligase activators, primary screen, biochemical, AlphaScreen, human. AID 1259310, 2017. actives 0.13% (n = 650,000). AlphaScreen FBW7–phospho-cyclin E peptide binding, activator screen. normalized activity (activation), % at 26.1 µM. F-box/WD repeat-containing protein 7 (Homo sapiens), Q969H0; in the data active = normalized activity above about 1.9%;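 also: purified mutant Fbw7 with reduced substrate affinity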
Numbers without * were called inactive; & = joins results of further samples.

SMILES	GPR151 ag	TEAD-YAP inh	MITF inh	FBW7 act
Cc1cc(C2C(C#N)=C(N)N(c3ccccc3C(F)(F)F)C3=C2C(=O)CCC3)c(C)s1 (configuration not stated)	-1.6	6.4	14.5	0.3
CC(=O)N1C(=S)NC(=O)/C1=C/c1cc2cccc(C)c2nc1N1CCCCC1	-1.3	4.5	-12.3	-0.1
Cc1ccc(C)c(Nc2cc(N3CCCCCC3)c3nonc3c2[N+](=O)[O-])c1	0.5	-4.1	-20.0	-0.1
CCN(CC)C(=O)Cn1c(=O)n(-c2ccc(F)cc2)c(=O)c2oc3ccccc3c21	-1.2	0.5	-1.9	-0.1
CC(C)(C)C(=O)CSc1nc2ccccc2c(=O)n1C1CCCCC1	1.8	5.4	2.6	0.0
CC(=O)N1c2ccc(S(=O)(=O)NC(C(=O)NCc3ccccn3)C(C)C)cc2CC1C (configuration not stated)	-1.0	-4.4	9.5	-0.5
N#CC(C(=O)C(F)(F)F)c1nc2ccccc2s1 (configuration not stated)	2.3	7.5	0.8	-0.1
O=C(C1CC1)N1CCC(n2nnc3cc(F)ccc32)CC1	1.4	-6.1	-3.1	0.1
COC(=O)c1cc(-c2ccccc2)sc1NC(=O)CSc1ncnc2sc3c(c12)CCCC3	-1.0	0.3	7.6	0.3
CN1C(=O)/C(=C2\SC(=Nc3ccc(F)cc3)NC2=O)c2ccccc21	-0.2	7.6	15.0	0.0
CCCc1nc2ccccc2n1CC(=O)N1CCc2ccccc21	-1.4	-0.3	-6.5	-0.2
CNC(=S)N(CCOC)Cc1cc2cc3c(cc2n2nnnc12)OCO3	0.7	-3.7	1.5	0.2
O=C(O)c1cc(-n2c(/C=C/c3ccc([N+](=O)[O-])cc3)nc3ccccc3c2=O)ccc1Cl	-0.4	-8.7	-6.5	0.3
Cn1c(Sc2nnnn2-c2ccccc2)nnc1C(F)(F)F	2.9	7.0	-2.3	0.1
COc1ccc(NC(=O)CC2(c3ccccc3)C(=O)c3ccccc3C2=O)cc1	2.8	-2.3	3.9	-0.2
COc1cccc(-n2c(C)nc3c(cnn3-c3ccc(C)cc3)c2=O)c1	0.7	14.4	-3.1	0.1
O=C(NCCCOc1ccc(OCCCNC(=O)c2cccs2)cc1)c1cccs1	1.5	24.7	-2.1	-0.1
O=C(Cn1cnc2ccccc2c1=O)Nc1cccc(F)c1	1.6	-4.9	1.2	-0.1
COCCn1c(Cc2ccccc2)nnc1SCc1ccc([N+](=O)[O-])cc1	3.7	-11.1	-9.5	0.2
N=c1nc(Oc2ccccc2[N+](=O)[O-])c2ccccc2c2ccccc12	1.3	5.6	4.2	0.1
COc1ccc2cc(C(=O)CBr)ccc2c1	4.8	2.0	15.9	0.1
O=C(Nc1ccc(N2CCOCC2)cc1)c1ccnc(NCc2ccc3c(c2)OCO3)c1	0.5	5.5	20.4	-0.3
O=C(Oc1ccc(-c2ccccc2)cc1)c1cccnc1	3.3	-3.6	17.4	0.3
O=C(NC(=S)n1nc(NC(=O)c2ccco2)n2c3ccccc3nc12)c1ccco1	0.2	-4.8	0.4	-0.1
O=C(c1ccc(Cl)cc1)N1CCN(c2ccccc2)CC1	0.0	-4.4	-5.7	-0.1
Cc1cc(C)n2cc(CSc3nccn3C)nc2n1	-0.5	9.3	5.3	0.4
O=C(Oc1c(Br)cc(Br)c2cccnc12)c1cc([N+](=O)[O-])ccc1Cl	-1.3	19.2	16.9	-0.1
O=C(/C=C/c1ccccc1Cl)Nc1ncc(Cc2ccc(Br)cc2)s1	-0.8	-4.2	5.9	-0.3
O=C(Cn1c(O)c(/C=C2\C=Nc3ccccc32)sc1=O)N1CCN(c2ccccc2)CC1	1.3	12.2	20.1	0.7
CCOC(=O)C1CCN(c2cc(NCC(=O)O)c3c4c(onc24)-c2ccccc2C3=O)CC1	-2.4	2.0	70.2*	-1.3
CCOc1ccccc1NC(=O)N1CCC(c2nc3ccc(C)cc3[nH]2)CC1	0.2	-12.0	25.1	0.1
COc1cc(/C=C/c2nc3cc(Cl)ccc3c(=O)n2-c2cccc(C)c2)cc(OC)c1OC	0.6	-24.9	-5.0	0.0
CCOc1ccc(N=Cc2ccc(OC)cc2)cc1	-0.1	2.5	8.8	-0.2
Cc1cc(C)c2c(n1)nn1c(C)c(CCC(=O)Nc3cccc(F)c3)c(C)nc21	-0.6	5.2	5.8	0.1
CC(NC(=O)c1ncoc1-c1ccccc1)c1ccccn1 (configuration not stated)	0.0	-66.8	9.1	0.0
COc1cc2nc(NCCCN3CCCCC3)n3nc(-c4cccnc4)nc3c2cc1OC	2.0	37.4*	16.3	0.3
O=Cc1ccccc1OCc1ccc2c(c1)OCO2	-4.0	-50.5	7.5	0.4
CCOC(=O)c1cnc2c(OC)cccc2c1N1CCC(C(N)=O)CC1	1.5	8.4	-2.7	0.0
Cc1ccc(CNC(=O)c2cnn3c(C)c(Cc4cccc(Br)c4)c(C)nc23)cc1	1.3	5.8	0.6	0.1
CC(NC(=O)CSc1nnc(COc2ccccc2)o1)c1ccccc1 (configuration not stated)	-0.7	15.0	5.7	-0.1
COc1ccc(C(=O)C2CCN(CC(N)=O)CC2)cc1	-1.7	18.4	4.4	1.3
O=C(O)CNC(=O)C12CC3CC(CC(C3)C1)C2	-1.1	7.3	7.1	0.2
O=C(Nc1ccc(NC(=O)C2CC2)cn1)c1ccco1	-1.9	48.2*	3.8	0.0
CCOc1ccccc1NC(=O)Cn1cnc2c(cnn2-c2cccc(C)c2C)c1=O	-0.9	17.7	13.7	0.0
COc1ccc(/C=C/c2ccncc2)cc1	-4.2	-57.9	-1.4	-0.1
NS(=O)(=O)c1ccc(NC(=O)Cn2nnc(-c3ccccc3Br)n2)cc1	-2.0	-1.6	10.2	0.5
O=C(NCc1ccccc1Cl)c1ccc2c(c1)ncn2-c1cccc(F)c1	0.8	-1.5	8.3	0.0
CCOC(=O)c1ccc(N=c2c([N+](=O)[O-])nn(-c3cccc(Cl)c3)n2O)cc1	-1.1	15.2	7.5	0.1

11 compounds from above, ordered by formula weight, ascending:
SMILES	GPR151 ag	TEAD-YAP inh	MITF inh	FBW7 act
O=C(O)CNC(=O)C12CC3CC(CC(C3)C1)C2	-1.1	7.3	7.1	0.2
O=C(Nc1ccc(NC(=O)C2CC2)cn1)c1ccco1	-1.9	48.2*	3.8	0.0
COc1ccc(C(=O)C2CCN(CC(N)=O)CC2)cc1	-1.7	18.4	4.4	1.3
CC(NC(=O)c1ncoc1-c1ccccc1)c1ccccn1 (configuration not stated)	0.0	-66.8	9.1	0.0
CCOC(=O)c1cnc2c(OC)cccc2c1N1CCC(C(N)=O)CC1	1.5	8.4	-2.7	0.0
CC(NC(=O)CSc1nnc(COc2ccccc2)o1)c1ccccc1 (configuration not stated)	-0.7	15.0	5.7	-0.1
CCOC(=O)c1ccc(N=c2c([N+](=O)[O-])nn(-c3cccc(Cl)c3)n2O)cc1	-1.1	15.2	7.5	0.1
CCOc1ccccc1NC(=O)Cn1cnc2c(cnn2-c2cccc(C)c2C)c1=O	-0.9	17.7	13.7	0.0
NS(=O)(=O)c1ccc(NC(=O)Cn2nnc(-c3ccccc3Br)n2)cc1	-2.0	-1.6	10.2	0.5
COc1cc2nc(NCCCN3CCCCC3)n3nc(-c4cccnc4)nc3c2cc1OC	2.0	37.4*	16.3	0.3
Cc1ccc(CNC(=O)c2cnn3c(C)c(Cc4cccc(Br)c4)c(C)nc23)cc1	1.3	5.8	0.6	0.1

(further entries)
SMILES	GPR151 ag	TEAD-YAP inh	MITF inh	FBW7 act
COc1ccc(-n2c(SCC(=O)c3ccc(O)c(O)c3)nc3ccsc3c2=O)cc1	-0.4	7.1	20.7	-0.3
O=C(NCc1ccco1)C(=O)Nc1ccccc1	-0.3	-39.1	3.3	0.2
CC(C)(C)c1ccc(C(=O)CC2(O)C(=O)Nc3ccccc32)cc1 (configuration not stated)	-1.2	-12.8	-9.0	0.0
CCOC(=O)c1c(N2C(N)=C(C#N)C(c3ccc4c(c3)OCO4)C3=C2CC(C)(C)CC3=O)sc2c1CCCC2 (configuration not stated)	0.0	-2.0	17.2	0.6
O=C(O)CCC(=O)Nc1ccc(Cl)cc1Cl	0.4	-0.5	-4.3	-0.1
Cc1ccc(Cn2cnc3c(nnn3-c3ccc(C)c(Cl)c3)c2=O)cc1	1.1	-5.5	-4.9	0.0
COc1ccc(CNC(=O)c2sc(=S)n3c2[nH]c(=O)c2ccccc23)cc1	-1.5	18.3	8.0	0.3
CCOc1ccccc1NC(=O)Nc1ccc2c(c1)N(C(=O)C(C)C)CCC2	-0.6	8.8	8.0	0.4
O=C(OCC(=O)N1CCCC1)c1ccc(Cl)nc1	-1.6	-5.4	-7.4	-0.1
CC1CC(=O)N(Cc2ccc([N+](=O)[O-])cc2)c2ccccc2S1 (configuration not stated)	-0.1	-2.9	8.7	-0.1
CN=c1scc(-c2cc(C)n(-c3ccc(C)cc3)c2C)n1C	-1.0	-4.7	1.2	0.0
COC(=O)c1cccc(NC(=O)CSc2nc(=O)cc(N)n2-c2ccccc2)c1	-0.7	4.6	13.3	-0.1
O=C(CN1C(=O)NC2(CCCCC2)C1=O)Nc1cc(C(F)(F)F)cc(C(F)(F)F)c1	1.4	-1.6	-11.2	0.1
CCOC(=O)C1=C(C)Nc2ncnn2C1c1ccc(O)cc1 (configuration not stated)	-0.8&0.2	17.3&-2.9	9.6&3.2	0.6&0.0
COC(=O)C1=C(C)NC(=O)/C1=C\c1ccc(N(C)C)cc1	0.9	-33.0	-24.9	-0.1
COC(=O)c1ccc(/C=[N+](/[O-])C2(C)CCCCC2=O)cc1 (configuration not stated)	0.1	2.1	9.3	0.9
O=C(Nc1ccncc1)C1CCCN(C(=O)c2cnn(-c3ccccc3)c2-n2cccc2)C1 (configuration not stated)	0.7	5.2	-3.9	-0.1
CC(C)(C)c1ccc(OCCCn2cc(/C=C3/C(=N)N4C=CSC4=NC3=O)c3ccccc32)cc1	0.2	3.6	14.7	0.5
CCC1CCCCN1C(=O)/C=C/c1ccc(F)cc1 (configuration not stated)	0.3	-8.2	-6.7	-0.1
O=C(Nc1ccc(CN2CCN(c3ccccn3)CC2)cc1)Nc1ccc2c(c1)OCO2	-0.2	-36.5	10.8	-0.1
O=C(c1ccccc1I)N1CCc2ccccc2C1	0.0	11.8	1.0	0.0
O=[N+]([O-])c1ccc(-c2ccc(NS(=O)(=O)c3ccc(F)cc3)cc2)cc1	1.0	-9.1	14.4	0.5
CCCCC(=O)CCn1[nH]c(=O)c2ccccc2c1=O	-0.4	-14.0	-2.3	0.1
O=Cc1c(N2CCOCC2)ncnc1N1CCOCC1	1.4	1.8	-2.7	0.0
CCOc1ccc(OCCC(=O)Nc2ccc(C(C)=O)cc2)cc1	-0.5	5.9	-4.9	-0.1
O=C(O)c1ccc(C(=O)Nc2cc(Cl)cc(Cl)c2)c(C(=O)O)c1	-0.7	4.1	8.5	0.2
CCCCNC(=O)C1CCC(CNS(=O)(=O)c2ccc(NC(C)=O)cc2)CC1 (configuration not stated)	-1.0	-2.7	1.8	0.1
O=C(Cn1ncc2c1-c1ccccc1OC2)N1CCN(Cc2ccc3c(c2)OCO3)CC1	0.4	11.5	0.7	0.0
Cc1sc(NC(=O)c2ccco2)nc1-c1cccc(Cl)c1	4.2	-12.2	-1.8	0.0
Cc1ccc(C(=O)N2CCN(c3ccc([N+](=O)[O-])cc3)CC2)c(Cl)c1	-0.8	34.6*	-3.9	-0.2
COc1ccc(OC)c(/C=C2/N=C(c3ccc(Cl)c([N+](=O)[O-])c3)OC2=O)c1	-0.9	7.8	9.0	0.1
Cn1cc(CN2CCN3C(=O)[C@H]4CCCN4C(=O)[C@H]3C2)c(-c2ccccc2)n1	-0.8	1.1	8.4	0.2
NC(=O)Cn1c(=O)n(-c2ccc(F)cc2)c(=O)c2oc3ccccc3c21	0.1	4.6	-13.0	-0.1
COc1ccc(OC)c(NC(=S)N2CCOCC2)c1	1.2	7.6	9.5	0.0
COc1cccc(NC(=O)c2cc3c(C)nn(-c4ccccc4)c3s2)c1	0.5	7.2	7.1	-0.1
CCn1c(C(=O)N2CCC(C(=O)N3CCCCCC3)CC2)cc2sccc21	-0.1	-7.0	11.2	1.1
CN1C(=O)c2cccc3c(S(N)(=O)=O)ccc1c23	0.4	-2.6	10.5	-0.2
COc1cnn(-c2ccccc2)c(=O)c1OC	-1.0	-9.1	-11.4	-0.1
COc1ccc(-c2nnc3c4cnn(Cc5ccccc5)c4ncn23)cc1OC	1.5	8.2	7.8	-0.2
Cn1cc([N+](=O)[O-])c(C(=O)N/N=C\c2c[nH]c3ccccc23)n1	0.9	-11.5	1.8	0.1
CCC1(OC)CC(c2ccccc2)NC(=S)N1 (configuration not stated)	1.0	12.1	6.0	0.1
O=C(Nc1cccc(OC(=O)c2cccc(S(=O)(=O)N3CCOCC3)c2)c1)c1ccc(Br)cc1	1.0	34.7*	5.6	0.0
CCCOC(=O)C1=C(C)NC2=C(C(=O)CC(C)(C)C2)C1c1ccc(O)c(OCC)c1 (configuration not stated)	1.9	2.2	-4.0	0.0
CC1=C(C(=O)OCCc2ccccc2)C(c2ccccc2OC(C)C)C2=C(CC(c3ccc(Cl)cc3)CC2=O)N1 (configuration not stated)	1.1	-2.6	-8.8	0.3
COCCn1c(=O)c2c(nc3n2CCN3c2cccc(OC)c2)n(C)c1=O	-0.2	12.8	4.4	0.2
